CIT2 TOR yeast: alters CIT2-GFP fluorescence in TOR pathway yeast screen; S. cerevisiae CIT2-GFP strain, flow cytometry, 3 h; 100 means same as DMSO wells; GFP response vs DMSO, % at 10 µM; AID 2029; 0.065% of 320,000 active;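 active means GFP response relative to DMSO above a set limit, near the screen mean plus 3 SD, cut at about 150% in these data; inconclusive means Fewer than 70 cells measured for a yeast strain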;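 further: ratio of well median GFP fluorescence to mean of DMSO wells on the plate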
GLD-1 RNA inh: GLD-1-TGE RNA interaction inhibition (C. elegans) | purified GLD-1 + fluorescein TGE RNA, fluorescence polarization | Q17339 | 0.44% of 320,000 active | inhibition, % at 5.96 µM;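 active means percent inhibition above a per-plate cutoff, the plate mean of test compounds plus 3 SD, cut at about 30% in these data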;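 further: 0% = DMSO wells with GLD-1 and probe and 100% = wells lacking GLD-1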
Target sequence (Q17339 whole entry, looked up): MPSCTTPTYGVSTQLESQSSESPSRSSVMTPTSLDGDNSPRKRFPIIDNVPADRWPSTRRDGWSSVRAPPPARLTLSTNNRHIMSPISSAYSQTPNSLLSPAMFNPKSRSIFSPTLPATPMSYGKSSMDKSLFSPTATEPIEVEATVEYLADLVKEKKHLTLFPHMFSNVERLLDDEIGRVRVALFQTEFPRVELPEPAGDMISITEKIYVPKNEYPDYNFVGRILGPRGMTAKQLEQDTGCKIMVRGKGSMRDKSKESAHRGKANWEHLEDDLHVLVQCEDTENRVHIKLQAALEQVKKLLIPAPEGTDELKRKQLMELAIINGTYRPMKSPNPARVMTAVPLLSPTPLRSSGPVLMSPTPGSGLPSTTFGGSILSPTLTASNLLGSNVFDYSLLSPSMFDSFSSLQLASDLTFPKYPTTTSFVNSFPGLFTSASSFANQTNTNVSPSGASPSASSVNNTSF
VLA-4 inh: inhibition in a human VLA-4 binding assay. P13612. VLA-4 expressing cells, ligand binding flow cytometry. inhibition, % (about 7 µM as worked out from the volumes in the protocol). 0.2% of 330,000 active; in the data active means inhibition above about 50%
AGP1-GFP MLPCN: yeast TOR pathway AGP1-GFP modulation; GFP response vs DMSO, % at 10 µM; S. cerevisiae AGP1-GFP multiplex flow cytometry, 3 h; GFP as percent of DMSO wells; 0.02% of 320,000 active;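 active means GFP response relative to DMSO above a set limit, near screen average plus 3 SD, cut at about 150% in these data; inconclusive means fewer than 70 cells counted for the yeast strain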;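 further: median GFP channel fluorescence of the gated AGP1 strain per well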
GRK2 inh: blocks RNA aptamer binding to human GRK2. P25098. inhibition of aptamer binding, % at 10 µM. 0.59% of 330,000 active. bead flow cytometry, FAM-aptamer displacement from GRK2;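 active means inhibition of aptamer binding above 40%, roughly 3 SD of noise, on plates passing a quality check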;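 further: median bead fluorescence of bound FAM aptamer so fluorescent compounds give negative values; no value below 0 was filed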
Target sequence (P25098 whole entry, looked up): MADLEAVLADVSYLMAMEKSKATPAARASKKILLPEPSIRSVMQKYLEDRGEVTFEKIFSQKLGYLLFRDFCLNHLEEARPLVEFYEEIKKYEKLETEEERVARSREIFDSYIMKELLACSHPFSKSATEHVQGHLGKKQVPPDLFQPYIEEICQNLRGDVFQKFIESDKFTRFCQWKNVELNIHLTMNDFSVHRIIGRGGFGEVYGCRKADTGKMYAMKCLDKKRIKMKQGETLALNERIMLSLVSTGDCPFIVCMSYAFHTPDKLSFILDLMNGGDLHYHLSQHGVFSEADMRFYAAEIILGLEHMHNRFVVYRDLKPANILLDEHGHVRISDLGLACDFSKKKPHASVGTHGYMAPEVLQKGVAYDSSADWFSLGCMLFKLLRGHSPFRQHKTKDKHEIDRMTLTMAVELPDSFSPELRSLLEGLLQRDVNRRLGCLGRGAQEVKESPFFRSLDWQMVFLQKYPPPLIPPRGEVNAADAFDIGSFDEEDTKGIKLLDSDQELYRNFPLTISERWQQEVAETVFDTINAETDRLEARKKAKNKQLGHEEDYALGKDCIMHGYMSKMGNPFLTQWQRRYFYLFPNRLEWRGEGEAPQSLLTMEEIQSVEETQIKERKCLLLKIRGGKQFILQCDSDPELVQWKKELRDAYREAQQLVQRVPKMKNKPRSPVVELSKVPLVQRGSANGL
CR mimetic SO: caloric restriction mimetics inhibiting age-related superoxide in yeast. S. cerevisiae aged cells, superoxide DHE fluorescence; stronger effect = lower value. superoxide response (% of plate mean), % at 10 µM. 0.18% of 330,000 active. AID 2690;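 active means superoxide response under a set limit, about three screen SD below normal, cut at about 65% in these data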;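 further: yeast aged for seven days with compound at 30 °C before DHE staining; 100% = average MFI of all compound-treated wells on the plate with controls excluded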
MEX-5 binding: C. elegans MEX-5 TCR-2 RNA binding activity; MEX-5/FITC-TCR2 RNA binding, fluorescence polarization; stronger effect = lower value; activity score (negative = inhibition of binding), % at 10 µM; 0.38% of 300,000 active; AID 1832;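 active means inhibition past about -25% in most replicates, and total fluorescence under double the plate's negative control median, limit read from the data; inconclusive means replicates evenly split on the limit, or fluorescence at least double controls; inactive means too little inhibition in most replicates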;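 further: 0% = DMSO and -100% = 5 µM competing unlabeled TCR2 RNA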
BCLXL inh: blocks human Bcl-xL binding to Bim BH3 peptide; Q07817; 0.7% of 320,000 active; GST-Bcl-xL / FITC-Bim BH3 peptide fluorescence polarization; inhibition, % at 10.9 µM;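 active means inhibition above the mean of all tested compounds plus 3 SD, cutoff set per campaign, cut at about 30% in these data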;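 further: 0% = DMSO wells and 100% = unlabeled Bim-BH3 peptide competitor; inhibitors lower millipolarization by displacing the labeled peptide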
MCL1-BIM inh: MCL1-BIM-BH3 interaction inhibition (human); Q07820; GST-MCL1 / FITC-Bim-BH3 fluorescence polarization; inhibition, % at 10.9 µM; 0.68% of 320,000 active;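 active means inhibition above the mean inhibition of all tested compounds plus 3 SD, set per campaign, cut at about 40% in these data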;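 further: 0% = DMSO wells and 100% = unlabeled Bim-BH3 peptide control; higher means more loss of mP so more displacement of Bim peptide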
Numbers without * were called inactive; ? = inconclusive; / = no result given; [ ] = dose if it differs, or a comment. Compounds as they come; any-hit rate near 2.1%.

SMILES	CIT2 TOR yeast	GLD-1 RNA inh	VLA-4 inh	AGP1-GFP MLPCN	GRK2 inh	CR mimetic SO	MEX-5 binding	BCLXL inh	MCL1-BIM inh
O=C(CN1CCN(Cc2cccc(F)c2)CC1)Nc1ccccc1F	92	10	17	93	0	108	-0.5	2	4
COCCSc1ccccc1C(=O)NCCc1ccccc1	100	2	3	93	0	95	3.3	9	6
COc1ccc(C)cc1NC(=O)c1ccc(NS(=O)(=O)c2cccs2)cc1	98	3	-10	101	1	87	-1.1	0	2
Cc1nc2ccccc2c(C)c1CC(=O)OC(C)C(=O)NC1(C#N)CCCCC1 (centres undefined)	112	5	29	111	3	103	-0.5	0	5
CCOC(=O)C1=C(COc2ccccc2)NC(=O)NC1c1ccc2ccccc2c1 (centres undefined)	101[may fluoresce red]	-3	1	67[may fluoresce red]	0	102	3.4	7	0
O=S(=O)(NCc1cccnc1)c1ccc(Cl)c(Cl)c1	100	0	-14	100	0	101	0.0	5	3
O=C(CSC(=S)N1CCOCC1)Nc1nc(-c2ccccc2)c(-c2ccccc2)o1	96	4	2	101	3	94	3.1	7	5
Cc1ccc(N2CC(C(=O)NC3CCC(C)CC3)CC2=O)cc1 (centres undefined)	103	-3	9	108	0	91	3.0	-4	-20
O=C(Nc1ccc2c(c1)OCO2)[C@@H]1[C@@H]2C(=O)N(C3CCCCC3)C(=O)[C@@H]2C2c3ccccc3C=CN21 (some centres undefined)	113	-1	-4	99	3	95	1.6	10	7
O=C(CCn1c(=O)sc2ccccc21)NC1=NCCS1	92	7	0	90	1	130	-1.5	-2	3
NC(=O)c1cc([N+](=O)[O-])ccc1NCc1ccc(N)cc1	93	3	13	87	5	90	/	7	5
CCCN1CC=C2C(C#N)=C(N)C(C#N)(C#N)C(c3cccc(OC)c3OC)C2C1 (centres undefined)	106	104*	-18	109	0	99	-67*	129*	140*
CC(C)COC(=O)N1CC(O)CC1C(=O)O (centres undefined)	87	0	2	95	1	101	-0.3	3	0
CC(C)(C)C1CCc2c(sc3nc(SCC(=O)O)nc(N)c23)C1 (centres undefined)	106	4	2	97	0	181	0.4	7	7
COC(=O)NNC(=O)C12CC3CC(CC(C3)C1)C2	95	2	11	95	3	108	-0.3	1	-6
CCN(c1ccccc1)S(=O)(=O)c1cc(NC(=O)Nc2ccccc2C#N)ccc1Cl	94	-3	5	97	0	90	0.7	3	10
COc1cc(C(=O)NCCC(=O)NC2CCCCC2)cc(OC)c1OC	93	5	13	100	0	111	-0.5	1	8
Cc1cccc(C)c1NC(=O)CSc1nnc([C@@H]2CCCN2C(=O)OC(C)(C)C)o1	94	5	-3	93	0	105	-0.2	-3	2
CC(=O)Nc1cc2c3c(c1)CCN3C(=O)CC2	102	-3	5	111	3	94	-0.2	0	-6
CC1(C)CC(=NO)CC(C)(C)N1	?	6	2	?	1	147	1.1	0	-9
COc1ccc(N2C(=O)CSC23C(=O)N(CC(=O)NC2CCCC2)c2ccccc23)cc1 (centres undefined)	112	1	4	107	5	95	0.0	3	-1
Cc1ccc(C)c(NC(=S)NNC(=O)c2csc3c2CCC(C)C3)c1 (centres undefined)	101	10	6	111	1	103	1.6	-1	6
O=C(Nc1cccnc1)c1ccc(N2CCOCC2)c([N+](=O)[O-])c1	105	/	4	102	2	98	-0.8	/	/
O=C1CSC(=S)N1c1cccc(Br)c1	106	-3	0	103	0	112	0.8	-3	-2
CCCc1cc(=O)oc2cc(OCC(=O)NCCc3c[nH]c4ccc(OC)cc34)ccc12	102	-1	-13	103	1	81	-0.6	5	-1

4 successive compounds already listed, quoted:
SMILES	CIT2 TOR yeast	GLD-1 RNA inh	VLA-4 inh	AGP1-GFP MLPCN	GRK2 inh	CR mimetic SO	MEX-5 binding	BCLXL inh	MCL1-BIM inh
Cc1ccc(C)c(NC(=S)NNC(=O)c2csc3c2CCC(C)C3)c1 (centres undefined)	101	10	6	111	1	103	1.6	-1	6
O=C(Nc1cccnc1)c1ccc(N2CCOCC2)c([N+](=O)[O-])c1	105	/	4	102	2	98	-0.8	/	/
O=C1CSC(=S)N1c1cccc(Br)c1	106	-3	0	103	0	112	0.8	-3	-2
CCCc1cc(=O)oc2cc(OCC(=O)NCCc3c[nH]c4ccc(OC)cc34)ccc12	102	-1	-13	103	1	81	-0.6	5	-1

(cont.)
SMILES	CIT2 TOR yeast	GLD-1 RNA inh	VLA-4 inh	AGP1-GFP MLPCN	GRK2 inh	CR mimetic SO	MEX-5 binding	BCLXL inh	MCL1-BIM inh
O=C(Cn1cnc2c(cnn2-c2ccccc2)c1=O)N1CCN(c2ccc(F)cc2)CC1	98	0	-6	98	1	99	1.4	1	12
O=C(Cn1nnc(-c2ccccc2)n1)N/N=C/c1cccc([N+](=O)[O-])c1O	112	5	15	106	2	97	-1.6	4	46*
COc1ccccc1CNS(=O)(=O)c1ccc2c(c1)NC(=O)CS2	94	3	2	90	0	90	-1.7	-2	-15
O=C(CSc1ccc(-c2cccs2)nn1)NCc1ccccc1Cl	99	3	11	108	0	105	-0.5	-2	0
Cc1ccc(S(=O)(=O)N2CCN(C(=O)CN3C(=O)c4ccc([N+](=O)[O-])cc4C3=O)CC2)c(C)c1	82	11	0	90	0	101	-0.7	-2	-4
CN(CC/C=C1/c2ccccc2CSc2ccccc21)CCCO	96	10	15	102	0	100	-1.7	4	4
CCCCOC(=O)C1=C(C)NC2=C(C(=O)CCC2)C1c1cc(OC)ccc1OC (centres undefined)	95	-4	-3	96	1	110	0.7	6	-4
C=CCNC(=O)c1onc(CSc2ccc(C)c(C)c2)c1C(=O)O	/	7	/	/	/	/	-2.6	8	9
Cc1cnccc1CN(C)Cc1nc(Cc2ccccc2Cl)no1	96	-9	-5	98	0	88	0.6	0	3
CCc1nnc(NC(=O)COC(=O)CN2C(=O)c3ccccc3C2=O)s1	87	5	16	94	1	95	0.8	-2	5
CCc1sc(N(C(=O)Cc2ccccc2)c2ccccc2F)nc1-c1ccc(C)cc1	104	2	6	94	0	125	1.7	6	6
Cc1ccccc1CN(C)Cc1cc(=O)oc2c(C)c(C)ccc12	102	-8	1	95	1	102	2.2	3	64*
CC1CCc2nn(CC(=O)NCCCN3CCCCC3)cc2C1 (centres undefined)	106	7	-9	102	0	100	2.8	3	4
O=C(O)c1ccccc1C(=O)NC1CCCCNC1=O (centres undefined)	116	-5	17	123	2	85	-0.1	0	-8
COc1ccc(OC)c(S(=O)(=O)N2CCC(C(=O)Nc3ccccc3)CC2)c1	98	-2	4	99	1	102	-0.5	0	-3
CCN=C1NN=C(c2c[nH]c3ccccc23)CS1	96	3	10	100	0	97	-0.5	3	4
Cc1cc(O)c(C(C)C)cc1N=C1CSC(=O)N1	97	30	7	114	2	101	?	40*	39
CCn1cc(/C=C/C(=O)Nc2ccc(C)cc2Br)cn1	83	4	10	88	1	94	0.2	0	-5
COc1ccc(CCNc2nc(-c3sc(N)nc3C)cs2)cc1OC	85	-11	-3	86	2	72	0.7	7	6
CC(C)Oc1ccccc1/C=N/Nc1ccccc1[N+](=O)[O-]	102	5	-2	108	0	100	-0.3	8	2
CC(=O)c1cnc(SCCN2C(=O)c3ccccc3C2=O)nc1C	100	5	6	108	1	100	-0.9	2	5
O=S(=O)(NC1CCCCC1)c1cccs1	97	0	-5	95	1	103	3.1	4	6
Cc1ccc(NC2=NC3(CCCC3)N=C(N)N2)c(C)c1	100	10	-2	93	25	62*	-0.3	1	4
Cc1ccc(NC(=O)C2CCN(S(=O)(=O)c3ccc4[nH]c(=O)ccc4c3)CC2)c(C)c1	100	8	-23	106	0	103	-2.5	-2	2
N#CCCN1CCN(C(=S)c2ccc(-c3cc(Cl)ccc3Cl)o2)CC1	109	6	9	98	0	120	-0.1	6	0
SMILES	CIT2 TOR yeast	GLD-1 RNA inh	VLA-4 inh	AGP1-GFP MLPCN	GRK2 inh	CR mimetic SO	MEX-5 binding	BCLXL inh	MCL1-BIM inh
Cc1ccc(N(C(=O)CNC(=O)c2ccco2)C(C(=O)NC2CCCCC2)c2cccnc2)cc1 (centres undefined)	110	4	5	109	2	114	2.3	4	9
COc1cccc(/C=N/NC(=O)CSCC(=O)Nc2ccccc2)c1O	112	2	-14	112	4	94	-1.8	1	8
COC(=O)CC1C(=O)NCCN1C(=S)Nc1cccc(C)c1 (centres undefined)	106	-8	16	102	0	108	0.2	2	12
CN1C(=O)CSC1=Nc1cccc(C(=O)O)c1	99	1	31	101	0	102	-2.5	5	-1
O=C(CSc1nc(C2CC2)nc2ccccc12)N1c2ccccc2Sc2ccc(C(F)(F)F)cc21	90	7	16	96	2	94	2.4	2	47*
CCOC(=O)c1ccc(NC(=O)c2ccc[n+]([O-])c2)cc1	108	6	6	100	0	92	2.8	8	7
O=S(=O)(c1cccs1)N1CCC2(CC1)OCCN2S(=O)(=O)c1ccccc1	107	5	18	108	1	94	-2.3	4	-1
O=C(CN(CCc1ccccc1)C(=O)CNS(=O)(=O)c1ccc(F)cc1)NCc1ccco1	99	5	17	98	2	110	-0.9	4	8
COC(=O)c1ccccc1Sc1ncnc2onc(C)c12	100	-2	32	94	2	85	1.7	-5	-5
CC(Sc1nnc(-c2cccs2)n1C1CC1)C(=O)NCC1CCCO1 (centres undefined)	102	-1	5	107	4	95	/	-2	-3
CCN(CC)C(=O)Sc1cccc2cccnc12	92	0	16	89	2	99	0.9	0	7
CC1CCN(c2ccc3c(c2)S(=O)(=O)c2cccc(C(=O)NCc4cccc(F)c4)c2C3=O)CC1	107	162*	-15	108	3	97	/	27	68*
Cc1ccc(S(=O)(=O)N(C)c2ccc(C(=O)N3CCc4ccccc4C3)cc2)cc1	75	-6	1	94	57*	115	1.3	5	8
CC1CCN(CC(O)COC2CCC(C(C)(C)C)CC2)CC1 (centres undefined)	98	-7	1	103	0	108	/	0	-1
O=C(NCC1CCCO1)c1ccc(NC(=O)C2CCCCC2C(=O)O)cc1 (centres undefined)	106	-2	12	108	4	108	-2.3	0	-4
C/C=C/c1ccc(OCCCCOc2ccccc2F)c(OC)c1	96	8	6	94	0	100	-1.0	8	8
CCn1c(SC(C)C(=O)Nc2ccc(N3CCOCC3)cc2)nnc1C1CC1 (centres undefined)	91	6	6	95	0	121	/	1	-4
FC(F)(F)c1cnc(Oc2ccccc2-c2nnc(-c3ccc(Cl)cc3)o2)c(Cl)c1	102	1	0	95	1	99	0.9	4	3
COc1cc(CNC(C)(C)C)ccc1OCC(=O)NC(C)(C)C	106	3	0	112	0	110	2.2	-3	-1
O=C(Cc1ccccc1)N/N=C/c1cccc([N+](=O)[O-])c1	99	3	3	95	0	108	3.7	2	8
COc1ccc(C(=O)CCc2nc3ccccc3s2)cc1	94	-7	11	93	10	104	3.4	-5	-16
O=C(O)C1CCCCC1C(=O)NCc1ccncc1 (centres undefined)	99	6	14	103	3	95	0.7	4	15
CCc1ccccc1NC(=O)Cn1nnc(-c2cccs2)n1	96	2	6	97	0	102	-3.4	3	5
Cc1ccccc1C(=O)NC1CCSC1=O (centres undefined)	86	-10	-2	102	1	86	0.9	2	1
CC(C)c1cccc(C(C)C)c1NC(=O)CCl	91	7	-22	93	0	81	-2.3	5	2
O=C(CCc1nc2ccccc2c(=O)[nH]1)OCC(=O)c1ccc(C2CCCCC2)cc1	106	6	8	110	7	103	-1.5	2	5
N#Cc1c(NC(NC(=O)c2ccco2)C(=O)c2ccccc2)sc2c1CCCC2 (centres undefined)	/	2	0	98	0	88	-2.5	10	2
CC1=C/C(=C(/c2cc(C)c(O)c(Br)c2)c2ccccc2S(=O)(=O)O)C=C(Br)C1=O	99	19	-2	95	6	109	-21	41*	43*
